GlmU inhibition = inhibition of mycobacterial GlmU enzyme – biochemical, glucosamine-1-phosphate acetyltransferase (AID 1376); M. tuberculosis GlmU acetyltransferase enzyme assay; higher % means a stronger effect; one-dose inhibition, %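 (tested at 30 µM in the primary screen)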; IC50 in µM for titrated hits; 0.25% of 220,000 active; in the data active = inhibition above about 13%;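 also: 0% = complete reaction with vehicle and 100% = reaction without substrate; strong numbers were not always called active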
Mtb RmlCD inh = blocks M. tuberculosis RmlC and RmlD coupled enzymes; P9WH09+P9WH11; RmlC+RmlD coupled enzyme assay, percent inhibition; primary screen in compound mixtures; inhibition, % at 3.6 µM; 0.03% of 160,000 active; AID 1533; in the data active = inhibition mostly above about 34%, no sharp cut-off; also: some results filed as inactive read as strong as hits
Target sequence (P9WH09 whole entry, looked up): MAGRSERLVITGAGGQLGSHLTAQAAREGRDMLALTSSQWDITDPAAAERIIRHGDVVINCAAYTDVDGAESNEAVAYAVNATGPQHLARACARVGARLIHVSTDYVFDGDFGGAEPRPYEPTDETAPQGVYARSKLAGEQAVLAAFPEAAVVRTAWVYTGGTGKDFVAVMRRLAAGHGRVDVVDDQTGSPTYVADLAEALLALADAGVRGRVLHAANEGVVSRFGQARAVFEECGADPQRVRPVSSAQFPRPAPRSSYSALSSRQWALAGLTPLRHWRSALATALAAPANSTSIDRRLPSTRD
Target sequence (P9WH11 whole entry, looked up): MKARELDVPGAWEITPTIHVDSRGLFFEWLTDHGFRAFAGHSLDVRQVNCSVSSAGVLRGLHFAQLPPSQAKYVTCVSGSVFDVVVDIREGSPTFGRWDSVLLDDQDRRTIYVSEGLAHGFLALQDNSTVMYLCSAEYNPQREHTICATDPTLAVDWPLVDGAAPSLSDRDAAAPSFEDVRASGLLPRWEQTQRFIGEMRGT
Starred values were filed as active, the others as inactive. Some of the compounds tested; rates above refer to the full screens.

O=C(NCCc1ccc(Cl)cc1)C1CCC(=O)N1Cc1ccc(F)cc1 (centres undefined) was read as GlmU inhibition 3.0%.
O=C1CCSc2ccc(Cl)cc2N1Cc1cccc(Cl)c1 was read as GlmU inhibition -2.6%.
c1ccc(-c2ccc(-c3ccccn3)s2)nc1 was read as GlmU inhibition 1.7% and Mtb RmlCD inh -7.9.
CS(=O)(=O)N1CCN(C(=O)c2cc(-c3ccncc3)nc3ccc(Cl)cc23)CC1 was read as GlmU inhibition 2.1%.
Screening CCOC(=O)c1sc(C)c2c(=O)n(Cc3ccc(Cl)cc3)cnc12 returned GlmU inhibition -0.1% and Mtb RmlCD inh -9.0.
`O=c1c(Br)c(NCc2ccccc2)cnn1-c1ccc(F)cc1` gave GlmU inhibition 0.5% and Mtb RmlCD inh -10.1.
Screening CN1C(=O)C(Cc2ccsc2)C(=O)N(C)C1=O returned GlmU inhibition -1.6% and Mtb RmlCD inh -5.5.
For Cc1ccc(SCCNC(=O)c2ccccc2C)cc1 the results were GlmU inhibition -4.8% and Mtb RmlCD inh 7.2.
Screening NC(=O)C1=C[C@H](c2ccc3c(c2)OCO3)C[C@H](OCc2ccc(CO)cc2)O1 returned GlmU inhibition -1.2%.
Cc1cc(C)c2c(c1)/C(=N/Nc1ccc(S(N)(=O)=O)cc1[N+](=O)[O-])CCC2 was read as GlmU inhibition -5.5% and Mtb RmlCD inh -1.7.
Screening COc1cc(/C=C/c2noc(-c3ccccc3O)n2)cc(OC)c1OC returned GlmU inhibition -1.1%.
`CCCc1cc(=O)[nH]c(SCC(=O)c2cc(C)n(CCOC)c2C)n1` gave GlmU inhibition 3.8% and Mtb RmlCD inh 6.4.
Screening CCc1ccc(CNCCc2ccccc2F)cc1 returned GlmU inhibition -1.6% and Mtb RmlCD inh -4.0.
`COC(=O)c1cc2c(ccn2-c2ccc(F)cc2)n1CC(C)C` gave GlmU inhibition -2.5% and Mtb RmlCD inh -10.2.
`CCOc1ccc2[nH]c(=O)c(C(c3nnnn3C3CCCCC3)N3CCN(CC)CC3)cc2c1` (centres undefined) gave GlmU inhibition -1.4% and Mtb RmlCD inh -3.2.
Screening Cc1cc2ncc(-c3cccc(Cl)c3)cn2n1 returned GlmU inhibition 7.4% and Mtb RmlCD inh 5.0.
For NCCCCCc1nnc(SCc2ccc(Cl)c(Cl)c2)o1 the results were GlmU inhibition -11.0% and Mtb RmlCD inh 1.6.
For COc1ccc(C2Nc3ccccc3C(=O)N2NS(C)(=O)=O)cc1 (centres undefined) the results were GlmU inhibition 0.0% and Mtb RmlCD inh 5.7.
COc1ccc(CCCC(=O)NC2CCCCC2C)c(C)c1 (centres undefined) was read as GlmU inhibition 1.2% and Mtb RmlCD inh -5.6.
CCCOC(=O)CSC1=C(C#N)C(c2ccccc2OC)C(C#N)C(=O)N1 (centres undefined) was read as GlmU inhibition 1.4% and Mtb RmlCD inh -3.0.
Screening O=C(c1ccccc1)N1CCN(c2ncnc3c2cnn3-c2ccccc2)CC1 returned GlmU inhibition -1.7% and Mtb RmlCD inh -11.5.
CC(NC(=O)Nn1cnnc1)(C(F)(F)F)C(F)(F)F was read as GlmU inhibition 2.3% and Mtb RmlCD inh 23.0.
Screening O=c1nc2s/c(=C\c3ccc(-c4ccccc4[N+](=O)[O-])o3)c(=O)n2nc1-c1ccccc1 returned GlmU inhibition 17.5% and Mtb RmlCD inh 3.7.
For N#CC(c1ccccc1)N(CCCCl)C(=O)c1ccccc1 (centres undefined) the results were GlmU inhibition 0.1%.

The last 2 entries of the part before lead into the next:
Screening O=c1nc2s/c(=C\c3ccc(-c4ccccc4[N+](=O)[O-])o3)c(=O)n2nc1-c1ccccc1 returned GlmU inhibition 17.5% and Mtb RmlCD inh 3.7.
For N#CC(c1ccccc1)N(CCCCl)C(=O)c1ccccc1 (centres undefined) the results were GlmU inhibition 0.1%.
`Cc1ccc(CN2CC(C(=O)O)CC2=O)cc1` (centres undefined) gave GlmU inhibition 5.5% and Mtb RmlCD inh -7.4.
CN1CCN(C(=O)CN(C)S(=O)(=O)c2ccc3ccccc3c2)CC1 was read as GlmU inhibition 3.1% and Mtb RmlCD inh -3.1.
Screening Cc1oc(-c2ccccc2Cl)[n+]([O-])c1C returned GlmU inhibition -0.1% and Mtb RmlCD inh -5.0.
Cc1nnc(NC(=O)CSc2nnc3scc(-c4ccc(C)c(C)c4)n23)s1 was read as GlmU inhibition 2.8% and Mtb RmlCD inh -3.0.
COC(=O)c1cccc(Nc2nc(-c3cccnc3)nc3ccccc23)c1 was read as GlmU inhibition 7.6% and Mtb RmlCD inh -10.8.
Cc1[nH]c(=S)c(C#N)c(C)c1Cc1ccccc1 was read as GlmU inhibition 6.7% and Mtb RmlCD inh 17.3.
CCOc1cc(-c2conc2N)cc(OCC)c1OCC was read as GlmU inhibition -3.6%.
For O=C(CN1CCN(Cc2ccccc2)CC1)Nc1ccc(Cl)cn1 the results were GlmU inhibition -4.1%.
Screening Cc1cc(=O)oc(C)c1C(=O)N1CCN(c2ccc(F)cc2)CC1 returned GlmU inhibition 4.5% and Mtb RmlCD inh 14.3.
For COC(=O)CNC(=O)Cn1cnc2sc(C)c(S(=O)(=O)N3CCC(C)CC3)c2c1=O the results were GlmU inhibition 4.1%.
Screening COc1ccc(S(=O)(=O)N2CCOCC2)c(Cl)c1Cl returned GlmU inhibition -2.3%.
`COc1cccc(NC(=O)COC(=O)c2ccc(F)cc2F)c1` gave GlmU inhibition -0.4%.
For Cc1cc(C)n2nc(SCCOc3ccc(F)cc3)nc2n1 the results were GlmU inhibition 2.3% and Mtb RmlCD inh 3.8.
`CN(C)/C=C/C(=O)C(F)(F)F` gave GlmU inhibition -5.4% and Mtb RmlCD inh -7.3.
`Cc1scc(C(=O)Nc2ccon2)c1-c1ccccc1` gave GlmU inhibition 3.1%.
`COC(=O)c1ccc(Cl)c(S(=O)(=O)N2CCCC2)c1` gave GlmU inhibition 0.7% and Mtb RmlCD inh 7.1.
For COc1ccc(NC(=O)/C=C/c2ccc(OC)c(OC)c2)cn1 the results were GlmU inhibition -3.1% and Mtb RmlCD inh 13.9.
Cc1ccc2c(NC(=O)C3CC3)cccc2n1 was read as GlmU inhibition -0.5%.
`COC(=O)[C@H](C)NC(=O)Nc1cc(Cl)ccc1C` gave GlmU inhibition -3.8% and Mtb RmlCD inh -7.0.
For OCCC1CN(Cc2cccn2-c2nccs2)CCN1C1CCCCC1 (centres undefined) the results were GlmU inhibition -5.0%.
For CCN(CC)C(=O)COC(=O)c1ccc(C)c(NC(=O)c2ccco2)c1 the results were GlmU inhibition -2.1% and Mtb RmlCD inh 10.6.
`Cc1ccc(NC(=O)CCN2C(=O)OC(C)(C)C2(C)O)cc1` (centres undefined) gave GlmU inhibition -5.1% and Mtb RmlCD inh 5.9.
O=C(/C=C/c1ccc(F)cc1)N1CCCN(C(=O)/C=C/c2ccc(F)cc2)CC1 was read as GlmU inhibition 2.1% and Mtb RmlCD inh 20.9.
Cc1cccc(C(=O)NC2CC3CCCC(C2)N3C(=O)NC2CCCCC2)c1 (centres undefined) was read as GlmU inhibition 2.8% and Mtb RmlCD inh -9.0.

Among those listed so far, these have a thiophene ring, fused or not:
c1ccc(-c2ccc(-c3ccccn3)s2)nc1 was read as GlmU inhibition 1.7% and Mtb RmlCD inh -7.9.
Screening CCOC(=O)c1sc(C)c2c(=O)n(Cc3ccc(Cl)cc3)cnc12 returned GlmU inhibition -0.1% and Mtb RmlCD inh -9.0.
Screening CN1C(=O)C(Cc2ccsc2)C(=O)N(C)C1=O returned GlmU inhibition -1.6% and Mtb RmlCD inh -5.5.
For COC(=O)CNC(=O)Cn1cnc2sc(C)c(S(=O)(=O)N3CCC(C)CC3)c2c1=O the results were GlmU inhibition 4.1%.
`Cc1scc(C(=O)Nc2ccon2)c1-c1ccccc1` gave GlmU inhibition 3.1%.

(further entries)
For CSc1n[nH]c(=O)n1-c1cccc(Cl)c1 the results were GlmU inhibition 1.3% and Mtb RmlCD inh 5.0.
`Cc1cccc(NC(=O)CCSc2nnc(Cc3ccccc3)o2)c1` gave GlmU inhibition 6.0% and Mtb RmlCD inh -3.7.
O=Cc1cccn1-c1ccc(O)cc1 was read as GlmU inhibition 2.2% and Mtb RmlCD inh -8.7.
`CC(=O)Nc1cccc(-c2nc3ccccc3s2)c1` gave GlmU inhibition 3.1%.
For CCN(CC)CCOC(=O)/C=C/c1ccccc1 the results were GlmU inhibition 3.4% and Mtb RmlCD inh -8.0.
COc1ccc(NC(=O)CSC2=NC(=O)CC(C)=N2)cc1 was read as GlmU inhibition -2.5%.
For COc1ccc(/C=N/NC(=O)c2ccncc2)cc1[N+](=O)[O-] the results were GlmU inhibition 1.4% and Mtb RmlCD inh -5.4.
`COc1ccc(OC)c(NC(=O)C(CC(C)C)NC(=O)C2CCCCC2)c1` (centres undefined) gave GlmU inhibition 1.1% and Mtb RmlCD inh 13.4.
Screening COc1ccc2[nH]c(=O)c(CN(Cc3nnnn3Cc3ccco3)C3CCCCC3)cc2c1 returned GlmU inhibition 0.4%.
COc1cc(O)oc1C=Nc1ccc(C(F)(F)F)cc1 was read as GlmU inhibition -0.5% and Mtb RmlCD inh -0.6.
`CC(C)Oc1cccc(C(=O)C2CCCN(C(=O)c3ccnn3C)C2)c1` (centres undefined) gave GlmU inhibition 9.1% and Mtb RmlCD inh -4.8.
For CS(=O)(=O)N(CC(=O)NCc1ccc2c(c1)OCO2)Cc1ccccc1 the results were GlmU inhibition 1.8% and Mtb RmlCD inh 1.9.

The final 2 records of the part before are carried over, then new ones follow:
`CC(C)Oc1cccc(C(=O)C2CCCN(C(=O)c3ccnn3C)C2)c1` (centres undefined) gave GlmU inhibition 9.1% and Mtb RmlCD inh -4.8.
For CS(=O)(=O)N(CC(=O)NCc1ccc2c(c1)OCO2)Cc1ccccc1 the results were GlmU inhibition 1.8% and Mtb RmlCD inh 1.9.
For COc1ccc(CCNC(=O)CCNS(=O)(=O)c2cccc3nonc23)cc1OC the results were GlmU inhibition 0.8% and Mtb RmlCD inh 8.5.
`O=C(N(c1ccccn1)c1ccccn1)C12CC3CC(CC(C3)C1)C2` gave GlmU inhibition -0.2% and Mtb RmlCD inh -8.8.
For O=C(CSc1nc2ccccc2s1)Nc1cc(S(=O)(=O)N2CCOCC2)ccc1O the results were GlmU inhibition 5.9% and Mtb RmlCD inh 8.2.
`Cn1c(Cl)c(/C=N/OC(=O)c2cccc(Cl)c2)c2ccccc21` gave GlmU inhibition -3.0% and Mtb RmlCD inh 71.0.
`CCNC(=O)CSc1nnc(-c2cccs2)o1` gave GlmU inhibition 2.4% and Mtb RmlCD inh -4.2.
`Cc1ncccc1C(=O)N1CCCC(CNC(=O)c2ccc(-c3ccccc3)cc2)C1` (centres undefined) gave GlmU inhibition -5.3% and Mtb RmlCD inh 0.7.
For CC(=O)C1=C(O)C=C(c2ccco2)CC1c1ccco1 (centres undefined) the results were GlmU inhibition 1.2% and Mtb RmlCD inh 11.1.
`COc1ccc(/C(N)=N/O)cc1O` gave GlmU inhibition 8.8% and Mtb RmlCD inh -2.6.
`COc1ccc(-c2cc(C(F)F)n3ncc(C(=O)N4CCSCC4)c3n2)cc1` gave GlmU inhibition 0.3% and Mtb RmlCD inh -5.7.
Screening O=C(CCC1CCCCC1)NC1=NCCS1 returned GlmU inhibition -4.8% and Mtb RmlCD inh -11.4.
Screening Cc1onc(-c2ccccc2Cl)c1C(=O)NCc1ccco1 returned GlmU inhibition 0.1% and Mtb RmlCD inh -5.6.
Screening [N-]=[N+]=NC1C[C@H](n2ccc(=O)[nH]c2=O)O[C@@H]1CO (some centres undefined) returned GlmU inhibition -3.9%.
Screening CCC(=O)N1CCc2cc(OC)c(OC)cc2C1COc1ccc(OC)cc1 (centres undefined) returned GlmU inhibition 9.1% and Mtb RmlCD inh 2.7.
N=C1SCC(=O)N1c1ncc(Cc2ccc(F)cc2)s1 was read as GlmU inhibition 7.6% and Mtb RmlCD inh -3.4.
Screening CCOc1ccc(NC(=S)N(CCN2CCOCC2)Cc2cc3cc4c(cc3[nH]c2=O)OCO4)cc1 returned GlmU inhibition -0.1%.
`CC1CCN(C(=O)c2ccc(CSc3ccc(Cl)cc3)cc2)CC1` gave GlmU inhibition 1.4%.
`COC(=O)COc1ccc(S(=O)(=O)Nc2ccc3c(c2)OCO3)cc1` gave GlmU inhibition 1.0% and Mtb RmlCD inh 16.5.
For CCCCc1c(O)c2ccccc2n(CCCC)c1=O the results were GlmU inhibition -0.9%.
Screening O=C(CN1C(=O)c2ccccc2C1=O)c1ccccc1 returned GlmU inhibition 6.4% and Mtb RmlCD inh 5.2.
`CCOC(=O)c1[nH]c2ccc(Br)cc2c1NC(=O)CCN1CCCC(C)(C)C1` gave GlmU inhibition 0.5%.
CC1Cc2ccccc2N1C(=O)CSc1nnc2n1C(C)(C)Cc1ccccc1-2 (centres undefined) was read as GlmU inhibition 4.6%.
For NC(=S)N/N=C/c1ccc(-c2cc(Cl)cc(Cl)c2)o1 the results were GlmU inhibition 3.2% and Mtb RmlCD inh -5.4.
For CCN(CCCNC(=O)C1CCN(S(=O)(=O)c2c(C)[nH]c(=O)[nH]c2=O)CC1)c1cccc(C)c1 the results were GlmU inhibition -2.0% and Mtb RmlCD inh 1.9.
`COc1ccc(S(=O)(=O)CCc2nc3ccccc3s2)cc1` gave GlmU inhibition 2.6% and Mtb RmlCD inh 6.8.
`Cc1cc(NC(=O)CCOc2ccccc2)no1` gave GlmU inhibition 1.2%.
Screening CC1(c2cc(C(F)(F)F)n3nc(C(=O)O)cc3n2)CC1 returned GlmU inhibition -4.0%.
For C/C(=N\O)C1(C)N(O)C(C)(C)C(c2ccc(Br)cc2)=[N+]1[O-] (centres undefined) the results were GlmU inhibition -4.8%.
CCNC(=S)Nc1cc(OC)c(NC(=O)c2ccco2)cc1OC was read as GlmU inhibition -2.4% and Mtb RmlCD inh 64.8.
Screening CCCn1c2ccccc2c2nnc(SCC(=O)Nc3ncccn3)nc21 returned GlmU inhibition 1.0% and Mtb RmlCD inh 9.2.
For CC(C)(C)C(=O)OCc1cn(-c2ccccc2)nn1 the results were GlmU inhibition -0.5%.
Screening CCc1ccc(C(=O)/C=C/c2cnn(C)c2C)s1 returned GlmU inhibition 6.8%.

Assay outcomes (PubChem BioAssay)
